HTR2A ag – agonists of mouse serotonin 5-HT2A receptor (HTR2A); activation, % at 7.6 µM; 0.66% of 360,000 active; AID 624169; P35363; CHO-K1 mHTR2A beta-arrestin complementation, luminescence; percent of 30 µM serotonin response;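 active means activation above a run cutoff, the mean activation of all tested compounds plus 3 SD, cut at about 14% in these data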;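 further: 0% = plate median of compound wells and 100% = 30 µM serotonin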
Target sequence (P35363 whole entry, looked up): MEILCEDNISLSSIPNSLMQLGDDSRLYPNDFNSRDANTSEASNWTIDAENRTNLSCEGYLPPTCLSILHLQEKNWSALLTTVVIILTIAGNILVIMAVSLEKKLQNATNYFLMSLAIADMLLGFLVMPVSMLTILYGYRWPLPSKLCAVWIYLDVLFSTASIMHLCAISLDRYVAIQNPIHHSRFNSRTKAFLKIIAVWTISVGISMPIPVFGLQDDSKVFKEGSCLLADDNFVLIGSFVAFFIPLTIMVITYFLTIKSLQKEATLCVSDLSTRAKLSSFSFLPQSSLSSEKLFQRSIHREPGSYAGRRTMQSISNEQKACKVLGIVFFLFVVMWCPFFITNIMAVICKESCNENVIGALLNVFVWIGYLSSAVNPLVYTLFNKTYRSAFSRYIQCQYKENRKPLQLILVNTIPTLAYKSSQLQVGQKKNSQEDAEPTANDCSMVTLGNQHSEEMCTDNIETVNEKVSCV
PDI inh – PDI (human) enzyme inhibition. P07237. PDI insulin aggregation turbidity, A650, 90 min. inhibition, % at 10 µM. 0.052% of 350,000 active;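 active means mean inhibition across replicates of 30% or more, whatever share of single replicates reach that level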;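 further: absorbance from insulin aggregation driven by PDI reduction with DTT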
aDG glyco act – increases alpha dystroglycan glycosylation. Pro5-aDG cells, alpha-DG glycosylation AlphaScreen (IIH6); 0% Pro5, 100% B10-LARGE cell signal. activation, % at 10 µM. 0.22% of 360,000 active. AID 624168;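 active means activation of at least 8% versus controls, or a plate z-score of at least 8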;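 further: Pro5 are CHO cells carrying HIG-tagged alpha-DG that lacks glycosylation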
MC4R antagonist – human MC4R antagonism in cAMP assay. 0.48% of 360,000 active. inhibition, % at 6.5 µM. P32245. AID 540295. MC4R-expressing cells, MTII-stimulated cAMP, LANCE TR-FRET;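 active means inhibition above its plate's cutoff, the mean of tested wells on that plate plus 3 SD, cut at about 29% in these data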;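 further: 0% = Melanotan II alone and 100% = Melanotan II plus saturating MCL0020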
Target sequence (P32245 whole entry, looked up): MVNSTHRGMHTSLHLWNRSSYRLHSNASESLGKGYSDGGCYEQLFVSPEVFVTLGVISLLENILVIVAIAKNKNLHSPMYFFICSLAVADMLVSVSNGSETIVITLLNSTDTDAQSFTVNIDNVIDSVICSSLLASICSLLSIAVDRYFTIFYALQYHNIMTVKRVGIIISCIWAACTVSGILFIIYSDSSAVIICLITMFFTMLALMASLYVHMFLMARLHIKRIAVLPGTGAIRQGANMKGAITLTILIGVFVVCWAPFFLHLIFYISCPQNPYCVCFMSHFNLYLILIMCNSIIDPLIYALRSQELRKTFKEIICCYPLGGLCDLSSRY
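material = U2OS cells stably expressing human melanocortin 4 receptor (MC4R) | also added = Melanotan II challenge | dosing = single nominal compound dose of 6.5 µM | detection = TR-FRET with Eu-cAMP and labeled anti-cAMP, 671 nm | replication = singlicate | timing = compound 30 min, challenge 1 h, detection 1 h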
ABCB6 inh 2 – blocks the human ABCB6 transporter; AID 602162; fluorescence ratio to DMSO, % at 10 µM; 0.19% of 360,000 active; K562-ABCB6 porphyrin accumulation, flow cytometry, 1 h; stronger effect = lower value;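 active means fluorescence ratio to DMSO below 75%, the collection mean minus 3 SD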;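 further: signal is porphyrin accumulated inside mitochondria; 100% equals median channel fluorescence of DMSO control wells; lower ratio means ABCB6 inhibition with less porphyrin fluorescence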
Vif inh – HIV Vif inhibition; 0.35% of 340,000 active; HEK293T cells, Vif self-association by quenched fluorescence, imaging, 24 h; AID 602346; inhibition, % at 7.49 µM; in the data active means inhibition above about 50%, passing the limit was not always enough; further: some results filed as inactive read as strong as hits
Cardio protect – protects H9c2 cardiomyocytes from peroxide injury. protection from H2O2 cell death, % at 20 µM. 0.63% of 360,000 active. H2O2 injury protection, ATPLite, 2 h. AID 588492;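 active means compounds giving at least 50% protection of heart cells from peroxide-induced death in the single-dose screen, raw or plate-pattern-corrected value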;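 further: 0% = DMSO wells with peroxide and 100% = DMSO wells without peroxide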
Glyco luc inh – N-linked glycosylation inhibition; 0.23% of 360,000 active; reporter increase, % at 12.5 µM; D54 ERlucT glycosylation luciferase reporter, 24 h; percent of 100 nM tunicamycin response;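 active means mean luciferase reporter signal, scaled so untreated is 0 and the glycosylation-blocking control 100, at or above a set limit in every replicate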;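 further: luciferase carries N-glycosylation sites so blocking glycosylation raises the light; 0% = median of neutral control wells and 100% = median of 100 nM tunicamycin wells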
CaV13 FRET inh – Primary screen for inhibitors of IQ motif and Ca2+-dependent inactivation inhibitor domain binding in CACNA1D, Förster resonance energy transfer in living cells, …; inhibition, % at 12.3 µM; 0.098% of 340,000 active; HEK cells, CFP/YFP FRET ICDI-IQ, plate reader, 10 min; percent FRET-ratio fall versus neutral wells;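 active means mean replicate inhibition of at least 30% and at least 1% of replicates passing that level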;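 further: 0% = median of the neutral control wells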
MC4R barr agon – human MC4R agonism via beta-arrestin; U2OS MC4R beta-arrestin complementation, luminescence; percent of melanotan II response, DMSO zero; activation, % at 8.9 µM; 0.98% of 360,000 active; AID 540308;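 active means activation above a per-plate cutoff, the mean activation of sample wells on that plate plus 3 SD, cut at about 8% in these data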
Active calls of the source: *; x = no result given. No enrichment for hits; 3.6% or so of the library scored in one or more.

SMILES	HTR2A ag	PDI inh	aDG glyco act	MC4R antagonist	ABCB6 inh 2	Vif inh	Cardio protect	Glyco luc inh	CaV13 FRET inh	MC4R barr agon
CCN(c1ccccc1)S(=O)(=O)c1ccc(OC)c(NC(=O)Cc2ccc(OC)c(OC)c2)c1	-4	-15	0.4	2	102	-4	2	-4	-5	-0.4
CN1C(=O)c2ccccc2N(C)C1c1ccc2c(c1)OCO2 (stereo unspecified)	4	-16	0.1	2	95	14	-6	-4	0	-1.7
O=C(Nc1cccc(S(=O)(=O)Nc2ccccc2F)c1)c1ccc2ccccc2n1	-1	-18	2.0	4	90	-1	-8	-1	-1	-1.6
Cc1cccn2c(=O)c3cc(C(=O)NCC(C)C)sc3nc12	3	-9	0.0	12	101	1	-2	1	-3	-2.4
O=C(COC(=O)c1cccs1)NCC1CCCCC1	2	-13	0.1	3	96	0	8	-1	4	2.7
Cc1cccc(N(C(=O)Cn2nnc3ccccc32)C(C(=O)NCc2ccco2)c2ccncc2)c1C (stereo unspecified)	10	7	-0.1	11	100	1	10	1	-1	-0.8
NS(=O)(=O)c1ccc(CNC(=S)NC(=O)c2ccco2)cc1	5	6	0.0	-4	102	8	2	1	1	-0.6
CCOC(=O)[C@H]1[C@H]2COc3ccc(C)cc3[C@@H]2N2C(=O)[C@@H](C)NC(=O)[C@@]12C	-3	0	0.0	8	99	-4	-1	2	-12	-0.6
O=C(CSc1n[nH]c(-c2ccccn2)n1)Nc1cccc(Cl)c1	2	-9	0.9	3	92	-8	21	-8	-10	0.7
CCC1C(C#N)=C(N)OC2=C1C(=O)CC(C)(C)C2 (stereo unspecified)	-2	6	-0.3	6	101	1	12	3	-11	0.9
CN1CCN(C(=O)c2ccccc2NC(=O)c2cccc(Cl)c2)CC1	4	2	-0.2	-1	100	x	5	3	-3	-3.2
C/C(=N/NS(=O)(=O)c1cc(C)ccc1C)c1c[nH]c2ccccc12	-1	-3	0.5	9	96	x	-11	-2	-3	-0.5
O=C(O)c1ccccc1OCc1nc2ccccc2s1	-11	-8	0.4	6	104	-1	-8	-7	-2	4.6
O=S(=O)(NCCc1cn2ccccc2n1)c1ccc(F)c(C(F)(F)F)c1	-2	x	0.5	3	98	-5	0	1	-3	-0.2
O=C(Nc1ccccc1)c1ccsc1	7	-6	0.0	13	99	-2	-3	-1	-4	-0.7
COc1ccc(C(=O)OCc2cc3cccc(C)c3[nH]c2=O)cc1	6	-1	-0.1	5	104	-1	-9	0	x	15*
Oc1cccc(Nc2c3ccccc3nc3ccccc23)c1	-2	10	0.6	-6	101	-2	-15	62*	-14	-1.9
Cc1cc(NC(=O)CCC(=O)N(c2ccccc2)C(C(=O)NC2CCCCC2)c2cccs2)no1 (stereo unspecified)	0	-11	0.0	8	96	10	11	-2	x	-1.9
CC(=O)N1CCSc2ccc(S(=O)(=O)NCCc3cccc(C)c3)cc21	7	-1	0.6	12	98	3	-6	-3	-5	-0.9
O=c1[nH]c(SCc2ccccc2Cl)nc2c1CCC2	-5	-8	-0.1	14	97	-5	14	1	-5	-0.3
COc1ccc(C(=O)N/C(=C\c2ccccc2)C(=O)NC(CCSC)C(=O)O)cc1 (stereo unspecified)	1	-2	1.3	-1	94	12	-8	2	-4	-0.8
CCNC(=S)N(CCc1c(C)[nH]c2ccc(C)cc12)Cc1cccs1	-5	4	0.4	7	95	-8	-7	-9	6	-0.7
Cc1cc(N/N=C/c2ccc(O)cc2O)nc(N2CCOCC2)n1	-3	1	0.4	-31	89	3	26	1	2	-1.2
COc1cccc(C(=O)O/N=C(\N)c2ccc(C)cc2)c1	1	-9	0.1	9	95	4	-12	-8	-7	-1.1
NS(=O)(=O)c1ccc(NC(=S)N2CCC(Cc3ccccc3)CC2)cc1	9	15	-0.2	4	96	-1	-14	-6	-4	-0.9
CCOC(=O)C1=NOC(CNc2ncc(C(F)(F)F)cc2Cl)C1 (stereo unspecified)	4	2	0.2	4	106	8	4	3	-4	-2.0
COC(=O)c1c(NC(=O)c2cccc(S(=O)(=O)N3CCN(C)CC3)c2)sc(C)c1C	-5	-2	0.3	4	102	-21	1	0	-13	0.1
O=C(COC(=O)c1cc([N+](=O)[O-])ccc1N1CCOCC1)Nc1c(Cl)cccc1Cl	13	-17	0.2	2	100	12	6	-3	-15	-3.6
CNS(=O)(=O)c1ccc(C(=O)NCC(=O)NCC2COc3ccccc3O2)cc1 (stereo unspecified)	2	-6	0.0	0	96	24	4	0	-5	0.5
O=c1c2ccccc2nc2n1-c1ccccc1CCC2	0	-1	0.0	1	98	6	1	1	-3	-0.3
CCC(C)NC(=O)CSc1n[nH]c(-c2cc(Cl)ccc2OC)n1 (stereo unspecified)	-3	2	-0.2	13	98	1	-11	-1	-19	-1.2
S=c1nc(-c2ccccc2)c(-c2ccccc2)n[nH]1	10	12	0.0	6	98	12	5	2	-3	0.2
Cc1ccc(-n2cc(C(=O)O)c(=O)cc2C)c(C)c1	3	13	0.3	18	102	-4	0	0	1	-3.0
O=C(NCCCN1CCOCC1)c1ccc(-c2ccc(Cl)cc2)o1	-10	4	0.1	15	94	17	4	4	-2	-2.7
COc1cccc(NC(=O)c2cc3ccccc3o/c2=N\O)c1	-2	1	1.4	1	90	-4	-14	-16	-5	-1.5
COCCNC(=O)C1(C)CCCN(C(=O)c2cc(C)on2)C1 (stereo unspecified)	-3	2	-0.2	11	93	x	4	-5	-5	-0.6
COCCNC(=O)c1onc(CSc2ccc(F)c(F)c2)c1C(=O)O	6	2	0.0	5	97	5	-4	0	-11	-0.8
CC(C)(C)OC(=O)N1CCc2onc(-c3ccc(Br)cc3)c2C1=O	-1	2	0.0	0	97	-5	-8	1	-7	-0.5
COc1ccccc1CCC(=O)Nc1ccc2c(c1)CN(CCCn1cccn1)CC2	-8	-6	-0.1	-1	100	0	6	0	-2	-0.9
COc1ccc(S(=O)(=O)Nc2ccc(F)c(F)c2)cc1Cl	-4	1	-0.2	7	99	-1	-12	1	x	7.7

Compound profiles, as listed above.
`COc1cccc(C(=O)O/N=C(\N)c2ccc(C)cc2)c1` across the screens: HTR2A ag = 1; PDI inh = -9; aDG glyco act = 0.1; MC4R antagonist = 9; ABCB6 inh 2 = 95; Vif inh = 4; Cardio protect = -12; Glyco luc inh = -8; CaV13 FRET inh = -7; MC4R barr agon = -1.1
`NS(=O)(=O)c1ccc(NC(=S)N2CCC(Cc3ccccc3)CC2)cc1` across the screens: HTR2A ag = 9; PDI inh = 15; aDG glyco act = -0.2; MC4R antagonist = 4; ABCB6 inh 2 = 96; Vif inh = -1; Cardio protect = -14; Glyco luc inh = -6; CaV13 FRET inh = -4; MC4R barr agon = -0.9

Next section
SMILES	HTR2A ag	PDI inh	aDG glyco act	MC4R antagonist	ABCB6 inh 2	Vif inh	Cardio protect	Glyco luc inh	CaV13 FRET inh	MC4R barr agon
CC(=O)N1CCN(C(=O)OC2CC3CC2[C@H]2CCCCN2C3=O)CC1 (stereo partly specified)	-1	x	-0.1	x	102	x	x	x	-2	x
COc1ccc(CNC(=O)c2cc3cccc(O)c3oc2=N)cc1	-10	-14	-0.2	5	98	-9	49	7	x	-1.5
O=C(COC(=O)CCc1ccc(S(=O)(=O)N2CCOCC2)cc1)NCc1ccccc1Cl	2	-7	-0.1	21	98	7	1	0	1	-1.4
Cc1cc(/C=C(\C#N)C(N)=O)c(C)n1-c1ccc(N2CCOCC2)c([N+](=O)[O-])c1	6	-4	0.1	7	97	2	32	-1	-4	-1.7
Cc1nn(CCCC(=O)Nc2cc(Oc3ccccc3)cc([N+](=O)[O-])c2)c(C)c1[N+](=O)[O-]	-1	-1	1.0	5	94	-13	-6	-4	-4	-1.6
COc1ccccc1NC(=O)c1ccc2c(c1)OCO2	-3	7	0.0	18	101	0	-7	-1	-5	1.0
CC(C)[C@H](NC(=O)N1c2ccccc2NC(=O)[C@@H]1C(C)C)C(=O)N[C@@H](Cc1ccccc1)C(=O)O	1	x	0.0	4	102	0	6	0	x	-1.2
O=C(NCCc1ccccc1)Nc1nnc([C@@H]2C[C@H](O)[C@@H](CO)O2)s1	3	4	0.3	0	99	x	-1	1	-6	-0.6
O=C(COC(=O)c1ccc2c(c1)OCCO2)Nc1cc(S(=O)(=O)N2CCOCC2)ccc1Cl	1	0	0.0	7	103	x	-1	1	-3	-5.0
O=C(NCC1(N2CCOCC2)CCCCC1)c1cccc(S(=O)(=O)Nc2ccc(F)cc2)c1	-1	-4	-0.1	7	93	-4	12	-2	-1	-2.4
O=C(CN1CCN(Cc2ccccc2Cl)CC1)N/N=C/c1cccs1	5	-29	0.0	11	106	x	-1	-1	-19	-1.7
O=[N+]([O-])c1ccccc1NC(=S)N/N=C/c1ccc(O)c(O)c1	4	-5	0.6	-2	100	14	40	-10	-5	-1.7
O=Cc1c(N2CCC3(CC2)OCCO3)nc2ccccn2c1=O	0	0	-0.1	13	98	2	2	1	-13	-2.1
Cn1cccc1/C=N/n1cnnc1	6	18	-0.2	-6	96	-2	4	4	-6	0.9
CN(C1CCCCC1)S(=O)(=O)c1ccc(NC(=O)c2ccc(Br)o2)cc1	-3	6	0.0	9	97	-14	-5	-4	x	-1.5
N/C(=N\OC(=O)c1ccc(F)cc1)c1cccc([N+](=O)[O-])c1	-2	-6	0.3	7	96	6	-19	3	-1	1.2
CC(=O)NS(=O)(=O)c1ccc(N/C(N)=N/c2nc(C)cc(C)n2)cc1	-1	2	0.0	8	107	-3	-4	3	-2	-0.1
CCC1(c2ccccc2)NC(=O)N(CC(=O)Nc2cc(S(=O)(=O)N3CCCCCC3)ccc2OC)C1=O (stereo unspecified)	13	-21	-0.5	-6	92	-12	-2	-2	-6	-2.8
Cc1ccc(CSCC(=O)Nc2ccccc2)cc1	4	2	-0.1	2	98	-8	0	-1	-4	-1.5
c1ccc(C2OCCN2c2ccccc2)cc1 (stereo unspecified)	0	-1	0.0	6	100	25	-2	0	-10	-1.6
O=c1cc(CSc2ccccn2)nc(N2CCN(c3ccccc3)CC2)[nH]1	2	0	-0.2	3	100	-8	-3	-3	-8	-0.2
CCOC(=O)c1oc2ccccc2c1COC(=O)CNC(=O)c1ccccc1OC	-2	-1	2.0	1	100	5	10	0	-1	0.0
CC(=O)Nc1cc(C(=O)OCC(=O)c2ccc(Cl)cc2Cl)ccc1C	-3	5	0.3	5	100	-5	-6	0	-5	-0.3
O=C(COC(=O)CCC1CCCC1)Nc1ccc(F)cc1Cl	10	11	-0.3	-1	97	0	-1	4	-6	5.7
N#Cc1cccc(NC(=O)COC(=O)Cn2nc(-c3ccccc3)oc2=O)c1	6	-3	-0.2	8	94	1	0	2	-6	-0.6
C=CCOc1cccc(CNCc2ccncc2)c1	-1	1	0.1	0	97	4	-6	0	-6	-1.1
Cc1cc(C)n(S(=O)(=O)c2ccc(Cl)c(Cl)c2Cl)n1	-2	1	0.0	-9	96	-3	-4	-4	-5	7.9
O=C(CN(Cc1ccccc1)C(=O)CCC(=O)Nc1nccs1)NCC1CCCO1 (stereo unspecified)	8	0	0.1	1	98	-2	4	-2	-4	1.9
